# KB-3-1 cytotox – kills parental KB-3-1 adenocarcinoma cells | KB-3-1 viability, CellTiter-Glo ATP luminescence, 72 h | Potency, µM (doses to about 46.1 µM), for the others: at the top dose activity change, negative = cytotoxic, hits mostly cytotoxic | actives 1.4% (n = 400,000) | AID 1347075; further: potency means the concentration at half of the fitted maximal effect; on the % scale 0 is the no-effect control and ±100 the full control effect; nearly all actives have a fitted effect of over 60% in size
#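 72 h, 37 °C compound treatment of KB-3-1 parental cells; CellTiter-Glo added, 10 min, luminescence read. Data corrected against DMSO-only plates and normalized before curve fitting.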
# HT1080 IDH1KD tx – toxicity to HT-1080 IDH1 knockdown cells (counter line); HT-1080 IDH1 knockdown viability, ATP luminescence, 48 h; Potency, µM (titrated, usually from 46.1 µM), without a hit: top-dose activity, negative = toxicity, usual class: cytotoxic; actives 2% (n = 360,000);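 further: potency means the concentration at half of the fitted maximal effect; 0% = DMSO wells and -100% = cell-free medium wells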
#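 IDH1KD HT-1080 cells, 750/well, RPMI + 5% FBS; compound pinned after 2 h settling; 48 h, 37 °C; CellTiter-Glo luminescence; % activity normalised to DMSO and no-cell wells; curves fitted, classed by r2 and efficacy.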
# HT1080-NT tox – kills 2HG-producing HT-1080-NT fibrosarcoma cells | HT-1080-NT fibrosarcoma viability, CellTiter-Glo ATP luminescence, 48 h | Potency, µM (series often up to 46.1 µM), without a hit: top-dose activity, negative = less viability, actives largely listed as cytotoxic | actives 1.6% (n = 360,000) | AID 686970;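 further: NT is the 2HG producing partner of a matched IDH1 knockdown line; potency means the concentration at half of the fitted maximal effect; 0% = DMSO-treated cells and -100% = media-only wells without cells; nearly all actives have a fitted effect of over 55% in size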
#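 HT-1080-NT; 750 cells/well; 5% FBS RPMI; 48 h compound, 37 degrees C; CellTiter-Glo luminescence; curve fitting and curve-class assignment.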
# SW480 rerep – inducers of DNA re-replication in SW480 colon cancer cells | SW480 DNA re-replication, Hoechst DNA content imaging, 48 h | Potency, µM (series often up to 46.1 µM), for inactives: top-dose re-replication activation, hits mostly activators | actives 1.8% (n = 340,000) | AID 624297; further: potency means the concentration at half of the fitted maximal effect; % of control where 0% means no effect; nearly all actives have a fitted effect of over 55% in size
#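 First, 250 cells per well were seeded. Next, compound or vehicle (23 nL) was pinned in, plates sat 48 hr at 37 C. Finally Hoechst was added for 40 min before fluorescence scanning.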
# DRD3 antagonist – antagonists of human D3 dopamine receptor; D3R cells, DiscoveRx beta-arrestin luminescence, antagonist mode; active compounds read low; max response, negative = inhibition, %; actives 2.5% (n = 360,000); in the data active means max response below about -50%; inconclusive means no clear call, values can overlap the other calls; further: on the % scale 0 is the no-effect control and ±100 the full control effect; mostly tested at two doses, the higher about 12 µM
# Target sequence (P35462 whole entry, looked up): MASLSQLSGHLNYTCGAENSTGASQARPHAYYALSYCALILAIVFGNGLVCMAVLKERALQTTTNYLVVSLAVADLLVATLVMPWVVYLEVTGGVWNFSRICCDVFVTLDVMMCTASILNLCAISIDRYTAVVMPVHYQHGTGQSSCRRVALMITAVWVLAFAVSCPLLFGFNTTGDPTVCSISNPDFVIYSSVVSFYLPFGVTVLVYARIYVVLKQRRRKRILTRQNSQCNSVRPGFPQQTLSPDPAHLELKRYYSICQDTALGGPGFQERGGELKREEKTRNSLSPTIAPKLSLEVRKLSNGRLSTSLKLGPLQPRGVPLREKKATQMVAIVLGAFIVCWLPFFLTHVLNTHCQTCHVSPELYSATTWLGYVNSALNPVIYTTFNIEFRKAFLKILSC
#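 Cells plated overnight at 1500 cells/well, then exposed to library compounds with dopamine controls for 90 minutes at 37 degrees C. DiscoveRx reagent added for 30–60 minutes at room temperature; luminescence read, quantitative HTS format.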
# GLP-1R agonist – activates the human GLP-1 receptor. HEK293 GLP-1R CRE-luciferase, luminescence, 4-6 h; cells express a hypersensitive GLP-1R form. actives 0.007% (n = 380,000). Potency, µM (highest dose often 45.6 µM), inactives show at the highest dose activation, most hits filed as activators. AID 624172; further: potency means the concentration at half of the fitted maximal effect; % of control where 0% means no effect
# Target sequence (P43220 whole entry, looked up): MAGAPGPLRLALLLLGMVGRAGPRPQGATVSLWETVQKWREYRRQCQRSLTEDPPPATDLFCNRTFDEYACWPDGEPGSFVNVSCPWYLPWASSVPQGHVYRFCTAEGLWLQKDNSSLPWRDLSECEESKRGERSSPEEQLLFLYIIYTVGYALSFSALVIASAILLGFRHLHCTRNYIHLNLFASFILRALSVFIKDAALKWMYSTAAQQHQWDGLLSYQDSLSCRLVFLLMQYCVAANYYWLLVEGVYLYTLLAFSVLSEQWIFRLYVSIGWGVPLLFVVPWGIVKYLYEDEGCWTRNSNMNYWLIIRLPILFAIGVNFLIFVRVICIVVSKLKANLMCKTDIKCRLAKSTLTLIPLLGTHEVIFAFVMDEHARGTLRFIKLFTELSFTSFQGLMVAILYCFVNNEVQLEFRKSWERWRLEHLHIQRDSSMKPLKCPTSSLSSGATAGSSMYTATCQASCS
# DRD3 agonist – D3 dopamine receptor (human) agonism. actives 0.58% (n = 410,000). P35462. D3R DiscoveRx beta-arrestin cells, luminescence, 90 min. AID 652048. max activation, %; in the data active means max activation above about 30%; further: 0% is about no effect; mostly tested at two doses, the higher about 12 µM
#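 Agonist-mode cell screen: cells plated at 1500/well and incubated overnight at 37 °C, then exposed to library compounds for 90 min at 37 °C. Detection reagent was added for 30–60 min at room temperature, and luminescence was read.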
# IL-1B inflam inh – inhibitors of inflammasome signaling (IL-1 beta secretion); THP-1 LPS/ATP IL-1B secretion, AlphaLISA, 16 h; active compounds read low; actives 4.7% (n = 360,000); activity change, % at 57.5 µM; in the data active means activity change below about -50%; inconclusive means mostly about -30% to -49%; further: on the % scale 0 is the no-effect control and ±100 the full control effect
#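 Secreted IL-1B measured by AlphaLISA bead assay after 16 h compound exposure of THP-1 cells; compounds (final up to 57.5 uM) added 1 h before LPS (250 ng/mL) and ATP (1.25 mM) stimulation; lower signal means less secretion.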
# KB-V1 MDR tox – kills drug-selected multidrug resistant KB-V1 cells; AID 1347076; KB-V1 MDR cells viability, CellTiter-Glo, 72 h; Potency, µM (doses to about 46.1 µM), for inactives: top-dose activity change, negative = cytotoxicity, actives largely listed as cytotoxic; actives 3.4% (n = 400,000); further: potency means the concentration at half of the fitted maximal effect; on the % scale 0 is the no-effect control and ±100 the full control effect; nearly all actives have a fitted effect of over 60% in size
#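 Cells of the MDR subline KB-V1 are plated, dosed with compound at multiple concentrations, and incubated 72 h at 37 degrees C; CellTiter-Glo is then added and luminescence read after 10 min.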
# An asterisk follows results filed as active; ? = inconclusive; · = no result given; & = joins results of further samples; [ ] = another dose, or the depositor's remark. Unless noted, the call rests on the fitted dose curve; in most records, active means well fitted curve in the direction sought with a large enough effect; inconclusive means small, poorly fitted or top-dose-only effect, or another doubt; inactive means no such curve, though single readings can be large; an effect the other way counts as inactive or inconclusive.
SMILES,KB-3-1 cytotox,HT1080 IDH1KD tx,HT1080-NT tox,SW480 rerep,DRD3 antagonist,GLP-1R agonist,DRD3 agonist,IL-1B inflam inh,KB-V1 MDR tox
COc1cccc(C(C)NC(=S)NCc2ccc(Cl)cc2)c1 (centres undefined),5%,4%,4%,-4%,-2,1%,1,15,-13%
CCNc1c(NS(=O)(=O)c2ccc(Br)s2)c(=O)oc2ccccc12,-1%,-16%,-19%,-18%,-11,9%,3,-5,7%
COc1ccccc1N(CC(=O)NCCSCc1ccco1)S(=O)(=O)c1ccccc1,-1%,1%,21%,0%,10,11%,2,0,-4%
COc1ccc(N2CCOCC2)c(NC(=O)COc2cccc(C)c2)c1,-2%,0%,6%,-4%,-1,8%,6,-2,13µM*
CCC1CCCCN1CCCNC(=O)CN1C(=O)COc2ccccc21 (centres undefined),-10%,16%,-1%,-7%,21,4%,-4,-17,0%
NS(=O)(=O)c1cccc(NC(=O)CN2C(=O)C(=O)N(Cc3ccccc3)C2=O)c1,21%,-1%,1%,0%,-2,9%,-1,26,0%
CC(C)C(NS(=O)(=O)c1ccc2c3c(cccc13)C(=O)N2)C(=O)O (centres undefined),21%,21%,16%,-2%,15,1%,6,12,0%
COC(=O)CCCC1=CC2=C(c3ccccc3)C(=O)C(C)(OC(=O)C3CCCC3)C(=O)C2=CN1CC(C)C (centres undefined),4%,-5%,-6%,-5%,-12,-5%,-22,-11,0%
O=C(Nc1ccccc1)c1ccc(NCC2CCCO2)c([N+](=O)[O-])c1 (centres undefined),18%,-1%,4%,?,-11,-4%,0,0,-25%
COc1cc(/C=C/C(=O)OC2CC3CCC2(C)C3(C)C)ccc1O (centres undefined),?,?,-16%,15%,-50*,23%,-2,11,-11%
N/C(=N\O)c1cn(Cc2ccccc2Cl)c2ccccc12,-3%,-27%,?,-6%,26,15%,7,-66*,-9%
CC1CCCC(C)N1C(=O)c1cc(-c2ccco2)on1 (centres undefined),7%,8%,9%,-3%,-7,10%,10,-7,-17%
COC(=O)C(C)n1cnc2c(nnn2-c2ccc(F)cc2)c1=O (centres undefined),2%,1%,17%,-8%,0,4%,-6,-3,-4%
Cc1occc(=O)c1OCc1ccc(Cl)cc1Cl,-6%,-3%,0%,7%,-29,2%,-10,-14,-17%
CC(=O)Nc1cc(=O)c2cccnc2[nH]1,9%,8%,10%,-24%,4,1%,3,22,-7%

# Next section; the last 4 above are carried over.
SMILES,KB-3-1 cytotox,HT1080 IDH1KD tx,HT1080-NT tox,SW480 rerep,DRD3 antagonist,GLP-1R agonist,DRD3 agonist,IL-1B inflam inh,KB-V1 MDR tox
CC1CCCC(C)N1C(=O)c1cc(-c2ccco2)on1 (centres undefined),7%,8%,9%,-3%,-7,10%,10,-7,-17%
COC(=O)C(C)n1cnc2c(nnn2-c2ccc(F)cc2)c1=O (centres undefined),2%,1%,17%,-8%,0,4%,-6,-3,-4%
Cc1occc(=O)c1OCc1ccc(Cl)cc1Cl,-6%,-3%,0%,7%,-29,2%,-10,-14,-17%
CC(=O)Nc1cc(=O)c2cccnc2[nH]1,9%,8%,10%,-24%,4,1%,3,22,-7%
CC(C)[C@H](NC(=O)c1ccccc1F)C(=O)Nc1nc2c(s1)CCCC2,-10%,8%,13%,-5%,-3,14%,0,0,-24%
COC(=O)c1cccc(NC(=O)CSc2nnnn2C)c1,2%,0%,7%,-13%,3,-6%,2,8,-2%
O=C1CN(C(=O)c2ccccc2)c2ccccc2N1,0%,5%,6%,-8%,13,4%,-4,-7,5%
COc1ccc(Cl)cc1N1Cc2ccccc2C1,-6%,-8%,-4%,6%,?,4%,-2,-7,0%
COCCNC(=O)c1c(N)n(/N=C/c2cccs2)c2nc3ccccc3nc12,-1%,-13%,-8%,5.8µM*,13,3%,4,-3,0%
COc1cccc(CNS(=O)(=O)c2ccc3c(c2)CC(C)N3C(C)=O)c1 (centres undefined),?,-9%,0%,23%,11,2%,0,4,-13%
COc1cccc(NC(=O)Cc2nnc(SCC(=O)NC3CCCCC3)n2C)c1,-1%,-7%,-3%,-9%,-19,3%,-21,-4,13%
CCn1c(/C=C/c2ccccc2C)nc2ccccc2c1=O,-20%,-2%,-6%,0%,-9,5%,-4,-9,-23%
O=C(Nc1ccncc1)c1cccc(S(=O)(=O)N2CCOCC2)c1,-19%,-9%,-5%,-4%,1,-8%,-5,40,1%
COc1cc(/C=N/O)cc(Br)c1OCc1ccc(Cl)cc1,13%,?,?,?,-21,1%,4,?,-6%
CCOCC(=O)Nc1ccc(S(=O)(=O)N2CCOCC2)cc1,8%,8%,11%,-5%,0,-1%,-2,-8,0%
Cc1ccc(NC(=O)Cn2nc(C)c3ccccc3c2=O)cc1,6%,-2%,11%,-4%[9.22 µM],-25,-2%,-1,8,-12%
COc1ccc(Cl)cc1NS(=O)(=O)c1cn(C)nc1C,7%,-4%,-8%,-2%,-14,-2%,-4,32,-5%
CC(C)Oc1ccc(CN2CCC(n3nccc3NC(=O)C3CC3)CC2)cc1,·,16%,-11%,-3%,2,-8%,5,7,·
COc1cc(NC(=O)Cc2nn(C)c(=O)c3ccccc23)cc(OC)c1,-12%,-9%,-18%,-3%,51,7%,5,12,0%
Cc1ccc(C)c(S(=O)(=O)N2CCCOC2CNC(=O)C(=O)NCc2cccnc2)c1 (centres undefined),2%,0%,3%,-1%,8,3%,4,44,0%
CC(C)COP(=O)(c1ccc(N(C)C)cc1)C(O)c1ccccc1F (centres undefined),1%,-1%,4%,-29%,-12,1%,0,-15,0%
COc1ccc(C(=O)NC(C)c2cccnc2)cc1S(=O)(=O)N(C)Cc1ccccc1 (centres undefined),-2%,0%,3%,16%,9,18%,-5,-5,26%
Cc1c(OCC(=O)OC(C)(C)C)ccc2c3c(c(=O)oc12)CCC3,-13%,11%[9.24 µM],17%,-8%,77,6%,12,-11,?
COc1cccc(OCc2cc(C(=O)N3CCC(c4ccncc4)CC3)no2)c1,?,?,?,2%,23,5%,22,-20,-9%
Oc1c(Br)cc(Br)cc1C=Nc1ccc2c(c1)OCO2,1%,12%,5%,8%,-128*,-4%,2,53,-26%
COc1ccc(NC(C)=O)cc1S(=O)(=O)N1CCN(Cc2cccs2)CC1,7%,-2%,-2%,-1%,0,-1%,9,36,-2%
O=C(NCc1ccco1)C(=S)N1CCCCC1,8%,7%,7%,-2%,-1,0%,3,13,0%
CCCCCC(=O)Nc1ccc(C(=O)COC(=O)c2ccccn2)cc1,-1%,-14%,-13%,-21%,5,8%,-11,14,15%
COc1ccc(NC(=S)Nc2cc(C(F)(F)F)ccc2F)cc1,-6%,4%,17%,0%,-5,5%,-9,?,?
O=C(CSCc1ccc(F)cc1)NCc1ccc(F)cc1,0%,-2%,0%,0%,0,2%,-9&-4,-7,-1%
Cc1noc(C)c1COc1ccc(C(=O)OCC(=O)Nc2cccc(S(=O)(=O)N3CCOCC3)c2)cc1,-11%,0%,7%,-40%[inhibitor],-19,-3%,2,36,-22%
CCOC(=O)C1=C(CSc2nc(C)ccc2C#N)OC(N)=C(C#N)C1c1cccc(OC)c1OC (centres undefined),-2%,0%[9.24 µM],2%,3%,0,-6%,-20,13,-5%
O=C1c2ccccc2OC2(C=Cc3ccccc3O2)N1Cc1ccccc1 (centres undefined),?,18µM*,?,?,10,0%,-13,0,4.1µM*
CN1CCN(Cc2c(O)ccc3cc(Br)ccc23)CC1,20%,1%,-5%,-5%,-16,-7%,-13,·,?

# Copied from the entries so far, two compounds:
SMILES,KB-3-1 cytotox,HT1080 IDH1KD tx,HT1080-NT tox,SW480 rerep,DRD3 antagonist,GLP-1R agonist,DRD3 agonist,IL-1B inflam inh,KB-V1 MDR tox
CCCCCC(=O)Nc1ccc(C(=O)COC(=O)c2ccccn2)cc1,-1%,-14%,-13%,-21%,5,8%,-11,14,15%
COc1ccc(NC(=S)Nc2cc(C(F)(F)F)ccc2F)cc1,-6%,4%,17%,0%,-5,5%,-9,?,?

# Other entries follow.
SMILES,KB-3-1 cytotox,HT1080 IDH1KD tx,HT1080-NT tox,SW480 rerep,DRD3 antagonist,GLP-1R agonist,DRD3 agonist,IL-1B inflam inh,KB-V1 MDR tox
O=C(NN1C(=O)C2C3C=CC(C4CC34)C2C1=O)c1ccc(Cl)c(Cl)c1 (centres undefined),-11%,8%,1%,-8%,8,-7%,3,-2,-3%
CSc1cccc(CN2CCC(CO)(Cc3ccccc3)CC2)c1,6%,0%,-16%,0%,-23,9%,-6,-18,-10%
COCCNC(=O)C1Cc2c(-c3ccc(NC(C)=O)cc3)ccnc2O1 (centres undefined),-24%,-24%,-28%,·,11,-4%,-4,0,12%
Cc1ccc([C@H]2C[C@H](n3cc(COC(=O)c4ccccc4)nn3)[C@@H](O)CN2Cc2cccs2)cc1,-2%,-8%,-16%,·,-3,0%,5,-12,-25%
CC(C)[C@H](NC(=O)N1CC(=O)Nc2ccccc21)C(=O)N[C@@H](Cc1ccccc1)C(=O)O,0%,0%,8%,-1%,-12,-4%,18,7,-12%
NC(=O)c1cc(C(=O)c2cccc(Cl)c2Cl)c[nH]1,-23%,-18%,-5%,-2%,1,10%,5,8,?
COc1ccc2ccc(=O)oc2c1CC(O)C(C)(C)O (centres undefined),7%,2%,1%,-1%,1,-1%,4,6,-7%
Cc1ccc(S(=O)(=O)N(C)C)cc1NC(=O)COC(=O)C1CCN(S(=O)(=O)c2cccs2)CC1,6%,10%,3%,?,6,5%,1,10,-5%
Cc1ccccc1C(=O)Nc1cccc(NC(=O)c2ccccc2[N+](=O)[O-])c1,1%,10%,8%,-9%,-10,-4%,1,-14,13%
O=C(OC(c1ccccc1)c1nccc2ccccc12)c1cccc([N+](=O)[O-])c1 (centres undefined),-18%,-4%,-11%,5%,-11,?,-8,11,-9%

# Rows are unselected; overall some 12% were active at least once.
